Source: PubChem (Sanford-Burnham Center for Chemical Genomics)
HT1080 cytotoxicity: cytotoxicity in HT1080 fibrosarcoma cells, cell-based, fluorescence readout (AID 620) | HT1080 viability, fluorescence; higher % means a stronger effect | one-dose cytotoxicity, % at 10 µM; EC50 in µM for titrated hits | hit rate 0.42% among 87,000; in the data active = cytotoxicity above about 50%;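 also: cells exposed to compound overnight then 4 h with Alamar Blue; 0% = vehicle DMSO and 100% = killing control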
* hit, by the source's call. The list is partial; rates above refer to the full screens.

A first look:
SMILES	HT1080 cytotoxicity
Cc1cccc(OCc2nnc(SCC(=O)N3c4ccccc4CC3C)n2C)c1C (stereo not drawn)	0.3%
Cc1cc[n+](CCC(=O)O)c2ccccc12	-2.2%
CCN1CCc2nc(NC(=O)CC(c3ccccc3)c3ccccc3)sc2C1	-5.9%
O=C(CCC(=O)c1cccs1)NC(c1ccccc1)c1ccccc1	5.5%
CCOCCC(=O)Nc1cc(Cl)ccc1OC	0.5%
CCOC(=O)N1CCN(C(=S)NCCOC)CC1	2.8%

All compounds of this part, from the first entry:
SMILES	HT1080 cytotoxicity
Cc1cccc(OCc2nnc(SCC(=O)N3c4ccccc4CC3C)n2C)c1C (stereo not drawn)	0.3%
Cc1cc[n+](CCC(=O)O)c2ccccc12	-2.2%
CCN1CCc2nc(NC(=O)CC(c3ccccc3)c3ccccc3)sc2C1	-5.9%
O=C(CCC(=O)c1cccs1)NC(c1ccccc1)c1ccccc1	5.5%
CCOCCC(=O)Nc1cc(Cl)ccc1OC	0.5%
CCOC(=O)N1CCN(C(=S)NCCOC)CC1	2.8%
Cc1ccc(CSc2nnc(-c3ccccc3N)c(=O)[nH]2)cc1	-6.7%
CC1(C)NC(=O)N(CCOCCOc2ccccc2)C1=O	-20.9%
CC(C)(C)C(=O)Nc1cccc(C(=O)c2cccc(NC(=O)C(C)(C)C)c2)c1	4.3%
CCO/N=C(\C)c1c(O)c(CC)c(-c2ccccc2)n(-c2ccccc2)c1=O	5.3%
CCNc1ccc(Br)cc(C(=O)/C=C/c2c(Cl)cccc2Cl)c1=O	-5.6%
CCCOC(=O)c1ccc(NC(=O)COC)cc1	-13.1%

Some of the entries so far, as comma-separated lines.
SMILES,HT1080 cytotoxicity
Cc1cccc(OCc2nnc(SCC(=O)N3c4ccccc4CC3C)n2C)c1C (stereo not drawn),0.3%
Cc1cc[n+](CCC(=O)O)c2ccccc12,-2.2%
CCN1CCc2nc(NC(=O)CC(c3ccccc3)c3ccccc3)sc2C1,-5.9%
O=C(CCC(=O)c1cccs1)NC(c1ccccc1)c1ccccc1,5.5%
CCOCCC(=O)Nc1cc(Cl)ccc1OC,0.5%
CCOC(=O)N1CCN(C(=S)NCCOC)CC1,2.8%

Other entries
SMILES	HT1080 cytotoxicity
O=C(NCCc1ccccc1F)C1CCCN1S(=O)(=O)c1ccc2ccccc2c1 (stereo not drawn)	2.3%
COC(=O)C1=C(C)Nc2nnnn2C1c1cccnc1 (stereo not drawn)	10.0%
N#CCSc1nnc(COc2ccccc2)n1-c1ccccc1	-10.0%
O=c1[nH]c(=O)n(Cc2ccccc2)c2c1C(C(F)(F)F)(C(F)(F)F)N=C(c1ccco1)N2	-16.1%
CCN1CCN(C(=S)c2ccc(Cl)cc2)CC1	-2.3%
COc1ccc(-c2nc3nc(C)cc(=O)n3[nH]2)cc1	-2.4%
Cc1nn(C)cc1CNC(=O)Nc1cccc(Cl)c1	-4.5%
CCCC/C=C/C(NC(=O)Oc1cccc(C(F)(F)F)c1)c1ccccc1 (stereo not drawn)	-38.0%
Cc1cccc(C)c1OCCCCCNCCO	11.9%
CC(C)CCNC(=O)CC1Nc2c3ccccc3nc(=S)n2C1=O (stereo not drawn)	9.4%
O=C(Nc1nnc(-c2ccccc2SCc2ccccc2F)s1)Nc1ccccc1F	4.3%
Cc1cc(C)c2ccc(NN)nc2c1O	4.7%

Taken from above, 3 compounds:
SMILES	HT1080 cytotoxicity
CC(C)CCNC(=O)CC1Nc2c3ccccc3nc(=S)n2C1=O (stereo not drawn)	9.4%
O=C(Nc1nnc(-c2ccccc2SCc2ccccc2F)s1)Nc1ccccc1F	4.3%
Cc1cc(C)c2ccc(NN)nc2c1O	4.7%

Continued:
SMILES	HT1080 cytotoxicity
CC(O)CN(Cc1ccc(Cl)cc1)CC(C)O (stereo not drawn)	0.5%
COc1cc(S(=O)(=O)N(C)C)ccc1Br	18.5%
O=C(NC(=O)N1CCN(c2ccc(F)cc2)CC1)c1ccccc1	-2.2%
O=C(CCc1nc(-c2ccccc2)c(-c2ccccc2)o1)OCc1ccc(Br)cc1	0.1%
CCn1c(C)c(C(C)=O)c(N2CCN(c3ccccc3)CC2)nc1=S	2.8%
CCC(C)(C)n1nnnc1C(c1ccc(C)cc1)N1CCC(C)CC1 (stereo not drawn)	-20.6%
CC(C)CC(=O)Nc1cc(NC(=O)CC(C)C)cc(C(=O)NC(C)(C)C)c1	4.1%
Cc1cc(SC(C)C(=O)Nc2c(C)n(C)n(-c3ccccc3)c2=O)nc2ccccc12 (stereo not drawn)	20.2%
CC1CCN(C(=O)c2ccc(-n3cnnn3)cc2)CC1	-15.0%
C/C(=C\C(=O)c1ccc(Br)cc1)NCc1ccccc1	-8.9%
CC(C)(C)c1ccc(-c2n[nH]c(=S)n2C2CCCC2)cc1	-8.9%
CCC1(CC)NC(=S)N(Nc2ccccc2)C1=O	13.9%
CCOC(=O)Cc1csc(NC(=O)CSc2nnnn2-c2ccc(C)c(C)c2)n1	-2.5%
O=c1cc(-c2ccccc2F)oc2ccccc12	-19.5%
O=C(c1cc2nc(-c3ccco3)cc(C(F)(F)F)n2n1)N1CCN(Cc2ccccc2)CC1	-6.6%
CN=C1c2cc3cc(OC)ccc3n2CCN1C	12.4%
Cc1cc2n(c(=O)c1C#N)CCCN2c1ccccc1	15.1%
CCOC(=O)c1ccc(NC(=O)CNS(=O)(=O)c2ccccc2)cc1	1.3%
COc1ccc(NC(=O)CSc2nnc(-c3ccoc3C)n2CC2CCCO2)cc1 (stereo not drawn)	-4.9%
Cc1cc(C)c2c(N)c(C(=O)NC3CC3)sc2n1	-3.8%
CCCOC(=O)c1ccc(NC(=O)c2cn(CC)c3nc(C)ccc3c2=O)cc1	-8.7%
Cn1c(=O)c2c3c(sc2n2cnnc12)CCC3	-9.5%
Cc1cc(NC(=O)Nc2ccc(F)cc2)no1	-14.1%
Cc1ccc(C)c(S(=O)(=O)NCc2ccc(C(=O)N3CCCCC3C)cc2)c1 (stereo not drawn)	10.3%
O=C(NCC1CCCO1)c1nc2c(nnn2Cc2ccccc2Cl)c(=O)[nH]1 (stereo not drawn)	-24.7%
Nc1ccc(C(=O)n2c3ccccc3c3ccccc32)cc1	52.6%*
C=CCn1c(SCC(=O)Nc2sccc2C(N)=O)nc2ccc(Cl)cc2c1=O	-13.0%
Cc1cccn2c(=O)c(/C=C(\C#N)S(=O)(=O)c3ccc(Cl)cc3)c(N3CCC(C(N)=O)CC3)nc12	0.4%
Cc1oc2nc(SCC(=O)Nc3ccc(S(N)(=O)=O)cc3)nc(NC(=O)c3ccccc3)c2c1C	-1.6%
COc1ccc(/C(N)=N/OC(=O)c2cccc([N+](=O)[O-])c2C)cc1OC	-3.9%
COc1cc(C)c(Cl)cc1S(=O)(=O)n1cnc2ccccc21	10.1%
O=C(CSc1nc2ccccc2s1)N1CCCCC1	-6.8%
CCc1nc2ccccc2c(C(=O)OCCN2C(=O)c3ccccc3C2=O)c1C	-5.6%
Cc1sc2ncnc(N3CCOCC3)c2c1C	0.0%
O=C(c1cnc2c(c1)COc1ccc(Cl)cc1-2)c1ccccc1O	4.0%
COC(=O)C1=NN(N=O)C2(CC(=O)N(c3cc(C)cc(C)c3)C2=O)C1 (stereo not drawn)	-2.2%
Cc1ccc(S(=O)(=O)NCCc2ccccc2)cc1	-2.2%
CC(=O)Nc1nc(-c2ccccc2)ns1	-12.3%
COCC(=O)Nc1nc(-c2ccc(C)cc2)c(C)s1	3.3%
CCOc1ccc2nc(SCC(=O)N(C)C)[nH]c2c1	-10.7%
O=S(=O)(Nc1ccncc1Cl)c1ccccc1	-12.0%
CCC(CC)c1nnc(NC(=O)c2cccc(S(=O)(=O)N3CCc4ccccc43)c2)s1	-17.0%
Cc1ccc(-c2n[nH]c(=O)c3ccccc23)cc1S(=O)(=O)N(C)CCO	-5.1%
C[C@H](CO)NC(=O)[C@@H]1C[C@H]1[C@@H](NP(=O)(c1ccccc1)c1ccccc1)c1ccccc1	-3.1%
O=C(NC(C(=O)c1ccccc1)n1c(=O)cc[nH]c1=S)c1ccccc1 (stereo not drawn)	-9.1%
Cc1cccc(NC(=S)NCc2cccs2)c1C	-5.8%
COC(=O)c1ccc(C(=O)OCCCc2nc3ccc(N)cc3[nH]2)cc1	-0.7%
Cc1c(-c2ccc(F)cc2)nc(N)c(C#N)c1-c1cccs1	-10.7%
CCN(CC)C(=O)N1c2ccccc2C=Cc2ccccc21	1.7%
Cc1cc(C)c(C)c(Cn2c(CO)nc3ccccc32)c1C	34.9%
COc1ccc(OC)c(C2Nc3nc4ccccc4n3C(C)=C2C(=O)Nc2ccc(C)cc2C)c1 (stereo not drawn)	16.5%
O=C(CNCC1CCCO1)Nc1ccccc1N1CCCCCC1 (stereo not drawn)	-12.9%
O=C(Nc1ccc(N2CCCCC2)cc1)c1ccc2c(c1)OCCO2	30.1%
CCn1c(Cc2ccccc2)nnc1SCC(=O)Nc1ccc(N)cc1	10.3%
Nc1c(Cl)cc(Cl)cc1C(=O)OCC(=O)NC1CC1	-8.8%
Cc1cccc(-n2c(SCC(=O)NC3CCCC3)nnc2-c2ccoc2C)c1	-16.1%
Cc1c(NC(=O)CCC(=O)N2CCOCC2)c(=O)n(-c2ccccc2)n1C	-4.7%
COc1ccc(-c2cn3ccc4ccccc4c3n2)cc1	4.8%
Cc1cc(C)cc(OCC(=O)Nc2ccc(F)cc2)c1	-3.2%
CCCCN1C2=NCCCN2c2ccccc21	-18.2%
Further compounds follow.
SMILES	HT1080 cytotoxicity
O=C(O)CSc1nnnn1-c1ccccc1	16.4%
NC(=O)NC(=O)CSc1nnc(-c2ccco2)n1Cc1ccccc1	-9.9%
N=c1c2c(-c3ccccc3)c(-c3ccccc3)n(Cc3ccccc3)c2ncn1CCCO	18.9%
COC(=O)C1=NN(C(=O)c2ccccc2)C(C)(O)C1 (stereo not drawn)	5.0%
O=C(CN1C(=O)CC(c2ccccc2)=Nc2ccccc21)NC1CCCCC1	-9.0%
COC(=O)[C@@H]1C[C@H]2CC[C@H](O)C[C@H]2N1Cc1c(F)cccc1Cl	9.4%
COc1ccc(C(CC(=O)O)NC(=O)c2ccco2)cc1 (stereo not drawn)	2.5%
O=C(NCC1CCCO1)C1CCC(=O)N1Cc1ccc(F)cc1 (stereo not drawn)	2.2%
Nc1ccc2nc(-c3ccccn3)[nH]c2c1	18.5%
CC(C)(C)C(=O)N(CCN(C(=O)C(C)(C)C)c1ccccc1)c1ccccc1	-4.6%
CC1(C)C(c2cccs2)=[N+]([O-])C2(CCCCC/C2=N\NC(N)=S)N1O (stereo not drawn)	0.8%
COc1ccc(CCN2C(=O)C3C4C=CC(C3C2=O)C2C(=O)N(CCc3ccc(OC)c(OC)c3)C(=O)C42)cc1OC (stereo not drawn)	-5.5%
Cc1cc(C)c(OCCCCCNCCO)c(C)c1	3.6%
C=CCn1c(SCC(=O)c2[nH]c(C)c(C(C)=O)c2C)nnc1-c1ccncc1	7.5%
Nc1nc(SCc2ccccc2Cl)[nH]c(=O)c1-c1ccccc1	8.6%
COCCNC(=O)COC(=O)/C=C/c1c(C)nn(Cc2ccc(Cl)cc2Cl)c1Cl	5.2%
COC(=O)C1=C(Nc2ccc(C)cc2)C=C(C)C(C(=O)OC)C1c1cccc(OC)c1 (stereo not drawn)	9.9%
O=C(CSCc1cccc(Cl)c1)N1CCN(Cc2ccc3c(c2)OCO3)CC1	-8.0%
CCOc1ccc(C(=O)Nc2ccc(NC(=O)c3ccco3)c(Cl)c2)cc1Cl	1.9%
Cc1ccc(C(=O)NNS(=O)(=O)c2ccccc2[N+](=O)[O-])cc1	-3.1%
Cc1ccc(S(=O)(=O)N2CCN(C(=O)CN3CCCCC3)C2)cc1	-7.5%
CCOc1cc(/C=C\c2[nH]c(=O)[nH]c(=O)c2[N+](=O)[O-])ccc1OC(C)CC (stereo not drawn)	-6.4%
COc1ccc(C)cc1S(=O)(=O)N(C)CC(=O)N1CCC(C)CC1	-3.2%
Fc1ccc2[nH]c3c(NCCN4CCOCC4)ncnc3c2c1	0.7%
CSCC[C@H](NC(=O)CCNC(C)=O)c1nc2ccccc2[nH]1	-14.5%
COC(=O)[C@H](CC(C)C)NC(=O)NC1CCCCC1C (stereo partly drawn)	-14.2%
CC(=O)Nc1ccc(-c2nnc(SCC(=O)Nc3ccc4c(c3)oc3ccccc34)n2C)cc1	-18.3%
O=C1C=C(c2ccccc2)C[C@H](c2cccs2)[C@H]1n1cnc([N+](=O)[O-])c1	-1.5%

Among those listed so far, these have a CF3 group:
SMILES	HT1080 cytotoxicity
O=c1[nH]c(=O)n(Cc2ccccc2)c2c1C(C(F)(F)F)(C(F)(F)F)N=C(c1ccco1)N2	-16.1%
CCCC/C=C/C(NC(=O)Oc1cccc(C(F)(F)F)c1)c1ccccc1 (stereo not drawn)	-38.0%
O=C(c1cc2nc(-c3ccco3)cc(C(F)(F)F)n2n1)N1CCN(Cc2ccccc2)CC1	-6.6%
